Screening results from PubChem BioAssay.
MITF TRPM1 inh: inhibitors of MITF-dependent TRPM1 promoter reporter, primary screen, cell-based, SK-MEL-5, single point, luciferase. SK-MEL-5 TRPM1 promoter luciferase, 24 h. inhibition, % at 12.5 µM. 330,000 tested, 0.83% active;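 active = mean inhibition across replicates of 60% or more, whatever share of single replicates reaches that level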; note: values of inactives mirror those of a sister screen read the other way
PDI turbidity: inhibitors of human PDI, primary screen, biochemical, turbidity, single point, plate reader; 350,000 tested, 0.052% active; Protein disulfide-isomerase (Homo sapiens), P07237; AID 588391, 2011; PDI insulin aggregation turbidity, A650, 90 min; inhibition, % at 10 µM;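 active = mean inhibition across replicates of 30% or more, whatever share of single replicates reach that level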;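 note: absorbance from insulin aggregation driven by PDI reduction with DTT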
Target sequence (P07237 whole entry, looked up): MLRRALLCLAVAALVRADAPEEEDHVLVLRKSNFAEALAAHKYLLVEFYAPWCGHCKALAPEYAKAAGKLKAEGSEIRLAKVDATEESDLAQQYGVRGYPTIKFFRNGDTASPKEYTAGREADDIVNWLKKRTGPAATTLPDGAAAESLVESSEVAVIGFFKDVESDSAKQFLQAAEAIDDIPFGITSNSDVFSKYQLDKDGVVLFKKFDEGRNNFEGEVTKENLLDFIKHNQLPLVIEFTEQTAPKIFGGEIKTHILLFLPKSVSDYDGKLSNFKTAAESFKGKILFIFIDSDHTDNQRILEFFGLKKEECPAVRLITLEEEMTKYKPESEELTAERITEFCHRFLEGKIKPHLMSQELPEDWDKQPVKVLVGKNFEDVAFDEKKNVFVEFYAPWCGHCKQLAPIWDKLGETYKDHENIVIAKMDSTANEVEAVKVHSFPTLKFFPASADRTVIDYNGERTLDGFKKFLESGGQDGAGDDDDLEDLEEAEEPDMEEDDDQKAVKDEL
Cardio protect: cardioprotection against H2O2-induced cell death, primary screen, uHTS, H9c2 cells, ATPLite luminescence | protection from H2O2 cell death, % at 20 µM | AID 588492, 2011 | H9c2 cardiomyocytes, H2O2 injury protection, 2 h | 360,000 tested, 0.63% active;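 active = compounds giving at least 50% protection of heart cells from peroxide-induced death in the single-dose screen, raw or plate-pattern-corrected value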;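 note: 0% = DMSO wells with peroxide and 100% = DMSO wells without peroxide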
NR2E3 ag-1: inhibitors of NR2E3-RetCOR corepressor binding, primary screen, NR2E3 agonist project, biochemical, TR-FRET, GST-NR2E3, biotin-RetCOR | Photoreceptor-specific nuclear receptor (Homo sapiens), Q9Y5X4 | 1536-well | inhibition of corepressor binding, % at 4.78 µM | 320,000 tested, 0.12% active | AID 2300, 2010;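 active = percent inhibition above the cutoff of mean plus 3 SD of all tested compounds, set per screening campaign, cut at about 20% in these data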;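 note: 0% = DMSO wells and 100% = biotin wells as full block of FRET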
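Material: NR2E3–RetCOR corepressor complex | Quantity: 1.35 nM GST-tagged NR2E3 final | Schedule: 5 h at 4 °C | Replication: Singlicate compound wells | Reagent: RetCOR corepressor, biotinylated, 7 nM | Controls: Biotin wells as high control, 0.6% DMSO wells as low control | Signal: TR-FRET, Eu(K)-anti-GST donor, streptavidin-D2 acceptor, ex 340, em 617/671 nm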
CaV13 ICDI inh: Primary screen for inhibitors of IQ motif and Ca2+-dependent inactivation inhibitor domain binding in CACNA1D, Förster resonance energy transfer in living cells, …; HEK cells, CFP/YFP FRET ICDI-IQ, plate reader, 10 min; percent FRET-ratio fall versus neutral wells; inhibition, % at 12.3 µM; 340,000 tested, 0.098% active; AID 743397;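 active = mean replicate inhibition of at least 30% and at least 1% of replicates passing that level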;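 note: 0% = median of the neutral control wells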
Peg3 promoter: Peg3 promoter-driven luciferase inhibitors, primary screen, cell-based, HeLa, luciferase luminescence. HeLa PEG-Prom luciferase reporter, overnight. inhibition, % at 20 µM. 360,000 tested, 1.7% active. AID 588405, 2011;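 active = inhibition of at least 50% at 20 µM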
HIF-2a block: HIF-2a reporter inhibitors, primary screen, luminescence, 786-0 RCC cells | 360,000 tested, 0.72% active | inhibition, % at 18.8 µM | AID 624352, 2012 | 786-0 RCC cells HIF-2a reporter, luciferase luminescence, overnight;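 active = inhibition of the luminescence signal of 40% or more relative to plate controls, in a single-dose primary screen at 18.75 µM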
m5-HT2A agonist: mouse Htr2a agonists via beta-arrestin recruitment, primary screen, cell-based, luminescence; CHO-K1 mHTR2A beta-arrestin complementation; percent of 30 µM serotonin response; activation, % at 7.6 µM; 360,000 tested, 0.66% active; AID 624169, 2012;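 active = activation above a run cutoff, the mean activation of all tested compounds plus 3 SD, cut at about 14% in these data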;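 note: 0% = plate median of compound wells and 100% = 30 µM serotonin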
Target sequence (P35363 whole entry, looked up): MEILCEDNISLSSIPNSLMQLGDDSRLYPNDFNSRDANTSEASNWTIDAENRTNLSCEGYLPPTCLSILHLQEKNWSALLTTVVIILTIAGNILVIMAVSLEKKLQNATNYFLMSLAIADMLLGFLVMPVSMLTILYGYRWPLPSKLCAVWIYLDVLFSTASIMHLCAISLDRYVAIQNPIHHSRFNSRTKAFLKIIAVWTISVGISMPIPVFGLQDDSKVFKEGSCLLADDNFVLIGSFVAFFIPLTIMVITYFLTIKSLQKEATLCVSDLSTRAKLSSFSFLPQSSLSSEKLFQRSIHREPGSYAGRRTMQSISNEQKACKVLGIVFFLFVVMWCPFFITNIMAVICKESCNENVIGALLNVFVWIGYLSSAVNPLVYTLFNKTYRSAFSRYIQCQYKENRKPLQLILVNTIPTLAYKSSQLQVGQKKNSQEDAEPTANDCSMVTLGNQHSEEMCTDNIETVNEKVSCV
Shn3 3UTR inh: reduction of Shn3 3'UTR firefly luciferase signal, primary screen, Schnurri-3 inhibitor project, cell-based, Clone20 osteoblasts, set 2 | Clone20 osteoblast Shn3 3'UTR firefly luciferase, 24 h | inhibition, % at 12.5 µM | 360,000 tested, 0.52% active;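 active = mean inhibition of at least 75% with every replicate also reaching 75%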;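 note: 0% = median of neutral control wells and 100% = pilot-screen positive control compound; some compounds past the cut are filed as inactive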
NR2E3 ag-2: NR2E3 agonists in two-hybrid cells, primary screen, cell-based, luminescence, CHO-S, Gal4-NCOR/VP16-NR2E3. Photoreceptor-specific nuclear receptor (Homo sapiens), Q9Y5X4. luciferase. inhibition of corepressor binding, % at 3.98 µM. 360,000 tested, 0.35% active. AID 602229, 2012;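 active = inhibition above the mean of all tested compounds plus 3 SD, cut at about 70% in these data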;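 note: 0% = DMSO with NR2E3 transfected cells and 100% = cells lacking NR2E3 construct; higher means lower luciferase signal from less NR2E3 corepressor binding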
iPSC survival up: enhancers of single-cell hiPSC survival, primary screen, ATPlite luminescence; 100% = ROCK inhibitor wells, 0% = DMSO; survival enhancement, % at 20 µM; 360,000 tested, 0.044% active; AID 602274, 2012; in the data active = survival enhancement above about 18%;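 note: cells exposed to compounds for 16 hours before the ATP read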
* hit, by the source's call; / = no result given. This is a random part of the collection; about 3.9% have a hit in one of these screens.

nr	SMILES	MITF TRPM1 inh	PDI turbidity	Cardio protect	NR2E3 ag-1	CaV13 ICDI inh	Peg3 promoter	HIF-2a block	m5-HT2A agonist	Shn3 3UTR inh	NR2E3 ag-2	iPSC survival up
1	CC(C)(C)c1cc(C(=O)Nc2ccc(F)cc2)n(Cc2ccc(F)cc2)n1	-15	19	-20	0	-12	27	-59	3	18	-31	-0.6
2	O=C(c1ccc(Cl)cc1)C1CCN(C(=S)Nc2ccccc2)CC1	2	3	-13	/	-5	-5	7	2	10	-11	-0.1
3	COc1ccc(-c2noc(N3CCC(C(=O)N4CCN(c5ccccn5)CC4)CC3)n2)cc1	55	-6	-12	1	/	3	-32	-1	64	12	-2.4
4	Cc1cc(=O)oc2cc(OC(=O)c3ccco3)ccc12	-16	1	24	/	7	-6	16	2	1	-3	3.6
5	Nc1ncncc1-c1ccc(Cl)cc1	-18	-3	-2	-3	-22	3	18	-3	-8	9	-0.1
6	CC(C)Oc1cccc(C(=O)NC(=S)N2CCN(c3ccc(C(F)(F)F)cc3[N+](=O)[O-])CC2)c1	10	0	27	-5	-2	25	11	2	12	-38	-0.4
7	CCC(=O)N(Cc1cc(=O)[nH]c2ccccc12)c1ccccc1OC	8	-2	6	0	-1	-18	-59	4	10	-12	-0.3
8	COc1ccc(OC)c(C(=O)Cn2cnc3ccccc3c2=O)c1	-10	6	3	1	-7	-3	-4	2	-3	-1	0.8
9	O=C(NNC(=O)c1cc(Cl)ccc1[N+](=O)[O-])c1csc(N2CCOCC2)n1	-6	-2	3	1	-7	-2	17	5	-5	2	0.2
10	COc1cccc(NC(=O)C2CCCCC2)c1	-32	-9	-4	1	-5	-51	-128	3	-29	2	2.8

The results go on.
nr	SMILES	MITF TRPM1 inh	PDI turbidity	Cardio protect	NR2E3 ag-1	CaV13 ICDI inh	Peg3 promoter	HIF-2a block	m5-HT2A agonist	Shn3 3UTR inh	NR2E3 ag-2	iPSC survival up
11	CC(C)(C)c1ccc(C(=O)Nc2ccc([N+](=O)[O-])cn2)cc1	-101	-3	-5	0	-20	-247	-258	-1	-56	-101	2.3
12	CCOc1cc(-c2nc3ccccc3s2)ccc1O	-52	4	-1	0	-4	-183	-223	-1	-40	-50	-0.1
13	COc1ccc(NC(=O)c2ccc(S(=O)(=O)N(C)c3ccccc3)cc2)cc1S(=O)(=O)N1CCOCC1	/	1	6	/	-5	27	14	0	71	6	3.1
14	N#C/C(=C/c1cccc([N+](=O)[O-])c1)C(=O)Nc1ccccc1O	23	6	4	-2	-8	-7	20	2	/	-16	-0.2
15	COc1ccc2ccccc2c1CNC(C)CCc1ccccc1 (configuration not stated)	5	21	-5	3	-4	24	17	-6	71	-21	-0.8
16	CCOc1cccc(-c2cc(C(=O)N3N=C(C)CC3(O)C(F)F)c3ccccc3n2)c1 (configuration not stated)	12	-2	2	1	-5	-2	-4	-2	-15	-15	1.8
17	CCOc1cc2c(C#N)c(N3CCCC3)nc(N)c2c(N)n1	-11	-6	-1	1	-10	-12	-5	3	-16	8	0.9
18	COc1cccc(C2CCCN2Cc2nc(-c3sccc3C)oc2C)c1 (configuration not stated)	2	-1	-4	0	-6	13	11	-6	14	-37	-0.5
19	O=C(C1=C(O)C(=O)N(CCN2CCOCC2)C1c1ccc(Cl)cc1)c1cc2ccccc2o1 (configuration not stated)	1	3	0	20*	-8	-13	-11	5	-16	-17	0.6
20	CN(C)CCOC(=O)c1ccc2c(c1)S(=O)(=O)c1ccccc1C2=O	-4	5	1	4	6	12	7	-1	-3	-39	-0.4

(continued)
nr	SMILES	MITF TRPM1 inh	PDI turbidity	Cardio protect	NR2E3 ag-1	CaV13 ICDI inh	Peg3 promoter	HIF-2a block	m5-HT2A agonist	Shn3 3UTR inh	NR2E3 ag-2	iPSC survival up
21	CCN1CCN(c2nc3c(c(=O)n(C)c(=O)n3C)n2CCSc2ncccn2)CC1	10	-2	6	1	-4	-7	12	1	-51	-11	-1.4
22	O=C(/C=C/c1ccccc1Cl)NNC(=O)c1ccncc1	-7	6	9	5	-2	9	-13	5	12	-3	1.5
23	CCOC(=O)c1cn(C2CC2)c2c(F)c(F)c(F)cc2c1=O	-7	3	-4	1	-4	9	12	2	-7	-22	2.0
24	Cc1cc(N2CCN(c3ccc([N+](=O)[O-])c4cccnc34)CC2)c2ccccc2n1	76*	-16	-27	-2	/	106*	32	-3	75	-19	-2.5
25	Nc1ncc2[nH]c(N)nc2n1	11	5	2	/	-6	5	9	5	-13	-20	-2.3
26	Cc1ccc(Cl)cc1N1CCN(S(=O)(=O)c2ccc3c(c2)OCCO3)CC1	-5	28	4	1	-5	12	13	-2	4	-17	1.0
27	O=C(Nc1ccc2ccccc2c1)OC1CCS(=O)(=O)C1 (configuration not stated)	/	/	/	/	-11	/	-180	-1	/	-82	-0.3
28	CSc1cccc(-n2ccc(=O)c(C)c2C)c1	3	3	2	-1	-18	17	26	-2	6	-8	-0.7
29	N#C/C(=C\c1ccc(OCc2ccc(C(=O)O)cc2)cc1)C(=O)N1CCOCC1	85*	2	-1	1	-18	71*	-20	2	54	-171	-0.9
30	Cn1c(CSc2nc3ccccc3n2C)nc2ccccc21	-18	12	30	1	-4	-45	-90	-2	-20	-28	-1.6

(list continues)
nr	SMILES	MITF TRPM1 inh	PDI turbidity	Cardio protect	NR2E3 ag-1	CaV13 ICDI inh	Peg3 promoter	HIF-2a block	m5-HT2A agonist	Shn3 3UTR inh	NR2E3 ag-2	iPSC survival up
31	Cc1cc(/C(N)=N/OC(=O)c2cccc(Cl)c2)no1	-42	10	-4	-1	-4	-105	-159	-4	-29	-79	0.2
32	O=c1[nH]c2ccccc2cc1CN(CC1CCCO1)S(=O)(=O)c1ccc(Cl)cc1 (configuration not stated)	0	-31	12	6	-5	11	10	-1	8	-3	0.9
33	CCCNS(=O)(=O)c1cccn1-c1ncc(C(F)(F)F)cc1Cl	1	-10	-2	-1	-2	13	6	-1	10	9	6.5
34	CCC(Oc1ccccc1)C(=O)Nc1ccccc1N1CCCC1 (configuration not stated)	4	4	-6	4	/	25	8	6	7	-23	-0.3
35	COc1ccc2nc(Nc3sc4c(c3C(N)=O)CCCC4)sc2c1	-50	-7	-5	-8	-2	-128	-150	-2	-68	-21	-0.1
36	c1ccc(-c2cnnc(-c3ccccn3)n2)cc1	-83	-1	-2	0	-4	-243	-198	-6	-50	-85	1.1
37	Cc1cccc(N2CCN(C(=S)Nc3ccc4nc(N5CCOCC5)cc(C)c4c3)CC2C)c1 (configuration not stated)	3	-4	-8	2	-5	-13	-44	16*	-11	-9	4.5
38	Cc1c(C(=O)N2CCN(S(C)(=O)=O)CC2)oc2ccccc12	-11	5	-2	0	-9	1	-16	-3	-45	-18	-1.2
39	CN(C)C(=O)c1ccc(NC(=O)CSc2nnc(-c3cccs3)n2N)cc1	-6	2	1	1	-2	-4	-1	-7	-1	-6	0.9
40	CCCNC(=O)CNC(=S)N(Cc1cc(OC)c(OC)c(OC)c1)C1CCCC1	11	14	10	5	-2	-2	18	0	1	-5	3.0

(list continues)
nr	SMILES	MITF TRPM1 inh	PDI turbidity	Cardio protect	NR2E3 ag-1	CaV13 ICDI inh	Peg3 promoter	HIF-2a block	m5-HT2A agonist	Shn3 3UTR inh	NR2E3 ag-2	iPSC survival up
41	C#CCSc1nc(C)cc(C(=O)OCC)c1C#N	-3	2	3	1	-8	20	-1	12	-7	9	-0.4
42	OCCN1CCN(c2ncnc3c2ncn3[C@H]2CN(Cc3cccnc3)C[C@@H](CO)O2)CC1	/	-1	6	/	-8	10	7	-3	13	15	-0.4
43	CC(C)c1ccc(N2C(=O)C3C4C=CC(CC4)C3C2=O)cc1 (configuration not stated)	-19	-5	-4	3	-20	-38	-46	1	7	-35	-0.5
44	CC1(C)CC(=O)C=C(c2ccc(OC(F)(F)F)cc2)C1	-15	-3	-16	1	-5	-14	10	-11	-35	5	-0.1
45	O=C(Nc1cccc(-c2ccc(F)cc2)c1)C1CCCN(C(=O)c2cscn2)C1 (configuration not stated)	4	-9	-4	0	-6	3	-32	3	8	15	0.7
46	Clc1ccc2c(SCC3CO3)c3ccccc3nc2c1 (configuration not stated)	-5	0	-6	/	-7	2	-57	2	-1	-25	-1.8
47	Cn1cccc1/C=N/NC(=O)Cn1cnc2ccccc21	-6	-5	1	5	/	16	8	2	-10	-7	-0.7
48	CCOC(=O)C(Cc1ccc(O)cc1)NC(=O)CNC(=O)C(CC(C)C)NC(=O)OC(C)(C)C (configuration not stated)	-11	3	15	2	-19	4	10	-4	-10	-20	2.3
49	Cc1ccccc1C(=O)Nc1cccc(-c2nnc(SCC(=O)O)n2C)c1	-3	-12	0	2	-2	7	7	-4	-6	-22	-0.4
50	COC(=O)c1ccc(CSc2nnnn2-c2ccccc2)o1	-5	0	29	3	-2	-7	-10	-5	-19	-1	-0.2
51	O=C1CCCN1CCCNc1nc(NCc2ccccc2)nc2ccsc12	/	-5	-10	/	-7	21	5	1	72	29	-1.1
52	O=c1[nH]c2cc3c(cc2cc1CN(CCCO)Cc1nnnn1Cc1ccc(F)cc1)OCO3	8	-2	30	5	/	16	13	-8	15	-31	-3.2
53	CC(=O)Nc1ccc2nc(-c3ccc(Br)o3)[nH]c2c1	-68	-13	-4	-1	-4	-150	-180	0	-103	-18	-1.1
